C2C12 statin: suppressors of statin myotoxicity in C2C12 myotubes, primary screen, cell-based, single point, plate reader | rescue of ATP level, % at 7.49 µM | C2C12 myotubes + simvastatin, ATP luminescence, 48 h; scaled: DMSO 0, geranylgeraniol control 100 | 330,000 tested, 0.78% active;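 active = mean ATP rescue above about 67%, or every replicate alone reaching that limit, limit read from the data, passing the limit was not always enough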;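 also: myotubes were challenged with 10 µM simvastatin during compound exposure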
PglD inh: C. jejuni PglD acetyltransferase inhibitors, primary screen, biochemical, DTNB colorimetric, single point | UDP-N-acetylbacillosamine N-acetyltransferase PglD (Campylobacter jejuni) | inhibition, % at 12.5 µM | 360,000 tested, 0.098% active | purified PglD enzyme, DTNB colorimetric CoA detection; in the data active = inhibition above about 16%, passing the limit was not always enough; also: strong numbers were not always called active
GSIS activator: GLuc luminescence reporter in INS-1E cells, primary screen for activators of glucose-dependent secretion of insulin | INS-1E GLuc reporter insulin secretion, 2-3 h | activation, % at 16.6 µM | 370,000 tested, 0.61% active | AID 743287, 2014;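 active = lowest replicate activation of at least 40%, so every replicate reaches that level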;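 also: 0% = median of neutral control wells and 100% = median of IBMX positive control wells; some compounds called inactive have numbers as strong as hits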
miR-122 sensor: miR-122 Renilla sensor signal increase in Huh7, primary screen, miR-122 inhibitor project, cell-based, single point, plate reader; Huh7 miR-122 Renilla luciferase sensor, 48 h; neutral wells = 0, positive control = 100; activation (reporter increase), % at 12.5 µM; 340,000 tested, 0.3% active; AID 602342, 2012;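 active = mean replicate activation score at least 90 and every replicate individually at or above 90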;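 also: higher luciferase means less miR-122 activity so hits act as miR-122 inhibitors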
Cneo AK release: Cryptococcus neoformans cell lysis inducers, primary screen, AK release luminescence, single concentration; AID 651654, 2012; 360,000 tested, 0.2% active; lysis activity, % at 15 µM; C. neoformans lysis, adenylate kinase release luminescence, 4 h; normalised: neutral wells 0, clomiphene wells 100;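 active = mean lysis activity across replicates of at least 80%, whatever share of replicates individually reach that level; inactive = mean lysis activity below 80%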
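Material – log-phase Cryptococcus neoformans yeast cells · Input – 5 × 10^6 yeast cells/mL · Medium – fresh YPD growth medium · Doses – single compound concentration per well · Timing – static 4 h at 37 °C with compound, 1 h detection · Detection – adenylate kinase release luminescence · Read-out – signal increase indicating cell lysis · Control set – Clomiphene as positive lysis control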
F508del corr: F508del CFTR correction, initial screen, CFBE line, single point. AID 720511, 2013. CFBE cells, YFP halide quenching; stimulated with forskolin plus potentiator P3; % fluorescence drop versus neutral controls. 350,000 tested, 0.36% active. activity (quench increase), % at 7.58 µM;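 active = mean added fluorescence quench of at least 8% versus neutral control, with both replicates also reaching 8%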;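 also: cells transiently co-express mutant CFTR-F508del with the halide-sensitive YFP; corrector assay measuring rescue of mutant channel to the surface after 24 h compound exposure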
FN deposition inh: inhibitors of fibronectin matrix deposition, primary screen, AH1F cells, Alexa488-fibronectin fluorescence, plate reader; AH1F fibroblasts, overnight; inhibition, % at 12.6 µM; 350,000 tested, 0.086% active; AID 743247, 2014;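 active = mean inhibition across replicates of 30% or more, regardless of how many single replicates reach that level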;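 also: positive control wells lacked labelled fibronectin entirely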
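Test system: AH1F fibroblast monolayer depositing Alexa488-labelled fibronectin into matrix. Input: 10000 cells per well. Technique: fluorescence, ex 485 nm, em 525 nm. Buffer or medium: DMEM plus 2% serum, read in PBS. Timing: 1 h cell adhesion before compound, then overnight fibronectin incubation. Compound: single dose, pinned. Read-out basis: inhibition from reduced deposited-fibronectin fluorescence.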
PGC1a acetyl inh: inhibitors of PGC1a acetylation signal, primary screen, cell-based, U2OS, AlphaScreen, inhibitor mode; AlphaScreen anti-acetyl-lysine; with virally co-expressed GCN5 acetyltransferase; inhibition, % at 15.6 µM; 350,000 tested, 0.17% active;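 active = every replicate shows inhibition of at least 40%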;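 also: 0% = neutral control wells and 100% = positive control wells; some results beyond the cut were filed as inactive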
Numbers without * were called inactive; / = no result given; & = joins results of further samples; [ ] = dose if it differs, or a comment.

SMILES	C2C12 statin	PglD inh	GSIS activator	miR-122 sensor	Cneo AK release	F508del corr	FN deposition inh	PGC1a acetyl inh
Cn1c(Cc2nc(-c3cnccn3)no2)nnc1SCC(=O)Nc1ccccc1	-1.8	/	0.3	/	/	0.1	5.4	/
COc1ccc2cc(S(=O)(=O)Nc3ccccn3)ccc2c1	3.1	1.7	-6.5	13.7	-1.9	-1.2	10.2	0.7
O=C(C[C@H]1C=C[C@H](NC(=O)C2CCC2)[C@H](CO)O1)Nc1nccs1	-1.7	11.8	17.5	/	-4.4	3.0	-1.1	2.1
O=C(C1=C(O)C(=O)N(CCN2CCOCC2)C1c1ccc(F)cc1)c1cccs1 (stereo not given)	5.3	-7.4	-3.3	6.4	1.7	-1.9	-0.8	-3.6
OC[C@H]1[C@@H](c2ccc(-c3ccc(F)cc3)cc2)[C@@H]2CN(CCC(F)(F)F)CCCCN12	/	-1.0	-4.6	8.3[16.7 µM]	0.1	-2.1	/	-9.4
COc1ccc(-c2cc3nc(-c4ccccc4)cc(N4CCN(C(=O)c5ccccc5)CC4)n3n2)cc1	13.8	/	-5.7	-5.4	/	-1.6	-3.4	-15.5
O=C(CN1CCN(S(=O)(=O)c2ccc(F)c(Cl)c2)CC1)N1CCc2ccccc21	-1.2	-6.4	-9.4	/	-4.5	-3.3	-4.8	/
O=c1[nH]c2ccccc2nc1/C=C/c1ccc(F)cc1	-11.2	-4.5	-14.0	-3.2	-5.5	-1.6	-31.8	0.6
CCOC(=O)CSc1nnc(CNc2ccccc2Cl)n1-c1ccccc1	7.9	-4.8	-7.3	-4.1	1.1	/	3.5	-5.1
Cc1cccc2cc(C3CC(c4ccco4)=NN3C(=O)CCC(=O)O)c(Cl)nc12 (stereo not given)	/	23.4*	9.5	-9.3	7.9	/	-1.9	/
Cn1c(N)c(C(=O)COC(=O)COc2cc(Cl)c(Cl)cc2Cl)c(=O)n(C)c1=O	-4.8	3.7	-8.3	/	-0.7	3.6	-2.1	-4.0
O=C(C[C@@H]1C/C=C\C[C@H](Cc2ccc(F)cc2)C(=O)OC[C@@H]2CCCN2C1=O)N[C@H](CO)Cc1ccccc1	10.4	1.4	-10.3	-5.4	-20.2	-0.5	1.1	3.6
CC(c1ccco1)N(C(=O)c1ccccc1NS(=O)(=O)c1ccc(Cl)c([N+](=O)[O-])c1)c1ccccn1 (stereo not given)	-10.4	0.8	-31.5	-0.6	0.4	-0.5	1.9	5.1
C=CCSc1nnc(N2C(=O)C(O)=C(C(=O)c3ccco3)C2c2ccc(F)cc2)s1 (stereo not given)	11.9	-0.3	3.2	/	4.1	-0.3	-3.2	/
Cc1csc(NC(=O)CSc2nnc(-c3ccc(S(=O)(=O)N4CCCC4)cc3)o2)n1	/	-1.4	-3.3	5.4	-0.1	1.0	/	-1.3
O=C1C=C(Nc2cccc3cccnc23)c2ccccc2C1=O	1.3	4.7	-32.8	-2.0	-7.6	-1.7	-0.6	1.3
CC[C@@]1(O)C(=O)OCc2c1cc1n(c2=O)Cc2cc3c(N)cccc3nc2-1	-19.2	2.7	/	/	-1.4	1.5	-8.1	/
CCCCn1nc2cc(C(=O)NCc3ccc(OC(F)(F)F)cc3)ccc2c1OC	10.7	-2.2	5.2	-1.6	1.7	0.0	-7.2	/
CC(=O)Nc1ccccc1OCC(=O)NCCC1=CCCCC1	/	/	-6.3	/	/	1.1	2.5	-7.9
Cc1ccc(S(=O)(=O)N(C)C[C@H]2OCCCC[C@@H](C)Oc3ccc(NC(=O)c4ccccc4)cc3C(=O)N([C@H](C)CO)C[C@@H]2C)cc1	/	6.8	-36.9	0.0[16.7 µM]	5.0	-0.1	-4.4	-13.3
COCCNC(=O)CCCn1c(=O)c2cc(OC)c(OC)cc2n(CC(=O)c2cccc(OC)c2)c1=O	12.9	/	25.7	-9.4	/	-1.0	-2.2	-3.7
Cc1ccc(CN(C)C[C@H]2OCc3cnnn3CCCC(=O)N([C@H](C)CO)C[C@H]2C)cc1	-3.9	2.0	21.6	2.5[16.7 µM]	-13.5	-1.1	7.8	-0.2
COc1ccc(CC(=O)Nc2nc3ccccc3[nH]2)cc1	/	/	1.4	/	/	2.8	3.1	-5.2
O=C(Cc1csc(Nc2nc(=S)[nH]c3ccccc23)n1)NCCCN1CCN(c2ccccc2F)CC1	-10.4	-5.8	-2.8	-18.3	0.2	0.5	/	/
Cc1ccccc1Nc1nc(N)nc(COC(=O)c2cccn2C)n1	1.7	0.7	/	-5.5	-1.2	/	-2.8	0.2

Going on with the list:
SMILES	C2C12 statin	PglD inh	GSIS activator	miR-122 sensor	Cneo AK release	F508del corr	FN deposition inh	PGC1a acetyl inh
N#Cc1cccc(NC(=O)c2cc(C3CCCCN3C(=O)C3CC3)on2)c1 (stereo not given)	-0.3	-0.9	7.1	1.5	-0.7	-3.4	/	4.5
Cn1nnnc1SCCNCc1cccnc1	-1.6	4.6	/	2.1	-0.7	/	/	7.1
Cc1ccc(/C(=N\S(=O)(=O)c2ccc(Br)cc2)Nc2ccccc2C)cc1	3.6	-1.9	-3.7	15.1	-2.6	0.2	-0.9	-6.4
O=C(CCN1C(=O)[C@H]2CC=CC[C@H]2C1=O)NCc1nc(-c2ccccc2)no1	-0.9	-5.3	9.7	5.0	-1.1	0.7	-17.2	0.3
C[C@@H]1CN([C@@H](C)CO)C(=O)c2cccc(NC(=O)c3nc4ccccc4s3)c2O[C@H]1CN(C)Cc1ccc(-c2ccccc2)cc1	/	1.8	-0.3	2.0[16.7 µM]	1.4	-3.4	/	17.2
CC(C)Cc1nnc(NC(=O)CCC(=O)N2CCN(S(=O)(=O)c3ccccc3)CC2)s1	/	3.6	-5.4	10.7	-3.5	/	3.9	-2.2
Cc1ccc(S(=O)(=O)NC2=C(N3CCN(Cc4ccccc4)CC3)C(=O)c3ccccc3C2=O)cc1	/	-3.1	-0.3	6.1	1.7	/	-13.9	/
C[C@@H]1CCCCO[C@H](CN(C)C(=O)Nc2ccc3c(c2)OCO3)[C@@H](C)CN([C@H](C)CO)C(=O)c2cc(NC(=O)Nc3ccccc3)ccc2O1	/	0.1	11.8	2.0[16.7 µM]	-5.7	-1.3	3.7	16.0
CCN(C[C@H]1[C@H](c2ccc(-c3cccnc3)cc2)[C@H](CO)N1C(C)=O)C(C)=O	7.4	-2.3	3.2	41.7[16.7 µM]	3.8	-4.9	-7.9	-1.5
Cc1ccc(S(=O)(=O)Nc2ccc3c(c2)C(=O)N([C@@H](C)CO)C[C@@H](C)[C@H](CN(C)Cc2ccncc2)OCCCC[C@H](C)O3)cc1	/	3.9	4.3	4.6[16.7 µM]	-5.1	0.6	-1.4	-2.3
Cc1ccc(S(=O)(=O)N(C)C[C@H]2Oc3ccc(NS(=O)(=O)c4ccccc4)cc3CC(=O)N([C@H](C)CO)C[C@H]2C)cc1	54.5	4.4	-3.7	16.8[16.7 µM]	-0.8	-1.5	/	-2.1
C[C@@H]1CN([C@H](C)CO)C(=O)CCCn2nncc2CO[C@H]1CN(C)Cc1cccc(C(=O)O)c1	5.9&1.9	2.4&6.5	10.7&-5.3	0.9	3.6&0.2	1.3&-2.4	2.4	-1.4&-1.1
C=CCNC(=O)COc1ccc(S(=O)(=O)N2CCCC2)cc1	/	/	-3.2	/	/	-1.3	-21.0	-1.2
COc1ccccc1S(=O)(=O)N(C)C[C@@H]1OCc2cn(nn2)CCCC(=O)N([C@H](C)CO)C[C@H]1C	5.3&14.3	2.6&0.4	3.4	-0.2	-0.1&-1.5	-1.0&0.7	9.9&-1.4	-7.0&-2.1
CC1(C)Cc2c(c(N3CCOCC3)nc3sc4c(NCC5CCCO5)nnnc4c23)CS1 (stereo not given)	-10.1	5.8	25.3	-23.2	2.4	-4.0	19.7	3.6
COC(=O)[C@H](C)NC(=O)Nc1ccccc1C(F)(F)F	3.0	2.1	/	/	1.1	/	/	-1.8
CCc1sc(C(=O)N2CCN(S(C)(=O)=O)CC2)cc1Br	-10.6	-0.5	16.3	2.1	-0.9	0.5	/	-2.8
COc1ccc(CN=Cc2[nH]c3ccc(Br)c(Cl)c3c2O)cc1	/	-2.9	-3.9	17.1	1.9	/	-8.1	-0.9
C=CCn1cc(C(=O)OC)c(=O)c2cc(S(=O)(=O)N3CCC(C)CC3)ccc21	5.3	1.8	/	3.8	-2.9	/	/	-2.2
COc1cc(C(=O)OCC(=O)c2cc(C)n(CC3CCCO3)c2C)cc(OC)c1C (stereo not given)	2.4	5.1	6.7	/	-4.6	1.9	-2.4	/
Cc1noc(C)c1NC(=O)N(C)C[C@H]1Oc2ccc(NC(=O)Cc3ccccc3)cc2C(=O)N([C@@H](C)CO)C[C@H]1C	8.0	-10.8	4.1	4.6[16.7 µM]	-7.1	-0.9	/	2.0
O=C(C1=C[C@H](c2ccc(C(F)(F)F)cc2)C[C@H](OCCCCO)O1)N1CCN(Cc2ccccc2)CC1	-2.9	4.8	5.3	-2.1	0.0&-5.0	-0.2&1.7	-6.4	1.0
CC(C)Cn1c(N)c(C(=O)CSc2nc3ccccc3n2C)c(=O)n(C)c1=O	-2.1	0.8	/	-7.0	1.4	/	/	3.1
Cc1ccc(C(C)NC(=O)Cn2nc(C)c([N+](=O)[O-])c2C)cc1 (stereo not given)	/	-2.9	-2.3	-2.9	3.9	/	6.2	1.7
CCOC(=O)c1nnn(CC(=O)Nc2cccc(Cl)c2C)c1C(=O)OCC	8.4	5.8	/	5.6	7.5	/	5.1	-1.6
C[C@H](CO)N1C[C@H](C)[C@H](CN(C)C)Oc2ccc(NC(=O)NC3CCCCC3)cc2C1=O	-47.5	1.2	17.7	-2.0[16.7 µM]	-1.4	0.1	/	-3.0
CC(C)(C)[C@@H]1COC(=O)[C@@H](NC(=O)OCC2c3ccccc3-c3ccccc32)C/C=C\C[C@@H](CC(=O)NCCO)C(=O)N1	-13.9	-0.8	-6.5	/	-4.0	3.0	4.9	/
C[C@H](CO)N1C[C@H](C)[C@H](CN(C)C(=O)Nc2ccc3c(c2)OCO3)Oc2ccc(NS(=O)(=O)c3ccc(F)cc3)cc2CC1=O	11.4	/	1.4	-0.1[16.7 µM]	/	-2.3	/	-1.1
CN(C)C(=O)c1cccc(-c2ccc(C3[C@H]4CNC[C@@H]3N4C(=O)Nc3ccccc3F)cc2)c1 (stereo not given in full)	/	/	19.8&-12.9	/	/	1.4&-1.8	-3.8&-3.4	7.6&-7.2

Some entries already given, reduced to Cneo AK release and GSIS activator.
Structure	Cneo AK release	GSIS activator
Cn1nnnc1SCCNCc1cccnc1	-0.7	/
Cc1ccc(/C(=N\S(=O)(=O)c2ccc(Br)cc2)Nc2ccccc2C)cc1	-2.6	-3.7
O=C(CCN1C(=O)[C@H]2CC=CC[C@H]2C1=O)NCc1nc(-c2ccccc2)no1	-1.1	9.7
C[C@@H]1CN([C@@H](C)CO)C(=O)c2cccc(NC(=O)c3nc4ccccc4s3)c2O[C@H]1CN(C)Cc1ccc(-c2ccccc2)cc1	1.4	-0.3

Source: PubChem BioAssay (Broad Institute)
